tim10-1 inh = inhibits growth of tim10-1 mutant yeast; S. cerevisiae tim10-1 ts strain growth, BacTiter-Glo, 24 h; inhibition, % at 20 µM; 330,000 compounds, 2.2% hits;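 active means inhibition of at least 40%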;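 further: mutant grown at 25 °C; 0% = DMSO wells with yeast and 100% = wells holding no yeast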
TIM10 inh = inhibits growth of TIM10 yeast strain; S. cerevisiae TIM10 strain growth, BacTiter-Glo luminescence, 24 h; inhibition, % at 10 µM; 330,000 compounds, 1.4% hits;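 active means inhibition of 40% or more at the single tested concentration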;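 further: wild-type TIM10 isogenic control strain grown at permissive 25 °C; 0% = DMSO yeast wells and 100% = minimal medium wells without yeast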
GRIN3A LBD mod = modulators (binders) of human NR3A ligand-binding domain; NR3A LBD differential scanning fluorimetry, Tm shift; 0% = protein alone, 100% = glycine-bound protein; Tm shift relative to glycine control, % at 25 µM; 340,000 compounds, 2.5% hits;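 active means melting temperature shift of at least 10% of the positive control shift, at one fixed dose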
NLRP3 yeast inh = NALP3 inhibition in yeast; Yeast reconstituted NLRP3/ASC/caspase-1, beta-gal luminescence, 24 h; inhibition, % at 10 µM; 330,000 compounds, 0.39% hits; AID 2825;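 active means inhibition of 50% or more; inactive means inhibition below 50%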;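 further: plate controls were induced DMSO wells for no effect and uninduced yeast grown without galactose for full effect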
MIN6 prolif = induces beta-cell replication in MIN6 cells | MIN6 cells proliferation, ATPlite luminescence, 48 h; cells starved in 0.2% serum; 100% = growth in 10% serum | 330,000 compounds, 0.29% hits | proliferation, % at 10 µM;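 active means compounds whose signal lies at least 3.5 SD above the mean of all wells on their plate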;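 further: 0% = DMSO-treated cells in low-serum medium and 100% = 10% serum control; some compounds called inactive have numbers as strong as hits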
tim23-1 inh = inhibits growth of tim23-1 mutant yeast | 330,000 compounds, 1.3% hits | S. cerevisiae tim23-1 growth, BacTiter-Glo luminescence, 24 h | inhibition, % at 20 µM;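 active means growth inhibition of the mutant yeast at or above 50%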;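 further: temperature-sensitive mutant grown at 25 °C; plate controls were DMSO-treated mutant yeast for no effect and medium wells lacking yeast for full effect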
MPTP block = permeability transition pore inhibition. isolated mouse mitochondria, Ca2+ swelling absorbance, 30 min. inhibition, % at 10 µM. 360,000 compounds, 1.4% hits. AID 602449;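 active means inhibition of 50% or more, scaled per plate between neutral and stimulator controls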;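 further: 0% = DMSO wells given calcium and 100% = 1 mM EGTA wells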
APJ antag = blocks the human apelin receptor APJ. P35414. CHO-K1 APJ beta-arrestin complementation, luminescence. inhibition, % at 20 µM. 330,000 compounds, 0.32% hits;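 active means inhibition above about 40% at 20 µM, limit read from the data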;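 further: cells challenged with 10 nM apelin-13 agonist together with compound; plate controls were apelin-13 plus DMSO wells for no effect and DMSO wells lacking apelin-13 for full effect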
Target sequence (P35414 whole entry, looked up): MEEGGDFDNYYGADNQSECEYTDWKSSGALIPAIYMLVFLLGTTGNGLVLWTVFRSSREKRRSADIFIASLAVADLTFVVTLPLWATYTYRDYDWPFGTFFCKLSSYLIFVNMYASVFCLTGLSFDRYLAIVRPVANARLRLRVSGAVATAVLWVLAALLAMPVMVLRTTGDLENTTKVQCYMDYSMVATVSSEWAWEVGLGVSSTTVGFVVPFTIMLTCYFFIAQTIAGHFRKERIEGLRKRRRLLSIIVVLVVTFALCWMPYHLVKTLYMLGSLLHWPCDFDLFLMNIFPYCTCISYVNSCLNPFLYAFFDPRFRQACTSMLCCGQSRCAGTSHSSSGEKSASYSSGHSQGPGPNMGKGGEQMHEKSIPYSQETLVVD
APJ ag = agonists of human APJ apelin receptor. CHO-K1 APJ PathHunter beta-arrestin, luminescence; 0% DMSO wells, 100% apelin. P35414. 330,000 compounds, 0.11% hits. activation, % at 20 µM. AID 2520;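 active means activation more than six SD over the plate average, tested at 20 µM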;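 further: 0% = DMSO alone and 100% = apelin-13 at 10 nM; some results filed as inactive read as strong as hits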
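Incubation: overnight seeding, 90 min compound at 25 °C, 1 h detection; test system: PathHunter CHO-K1 APJ (AGTRL-1) beta-arrestin reporter cells; amount: 1000 cells/well; doses: one dose, 20 µM compound, 1% DMSO; measured by: beta-gal luminescence; measure: agonist-driven arrestin binding to APJ; benchmarks: negative DMSO alone, positive Apelin-13 at 10 nM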
An asterisk follows results filed as active; x = no result given.

The line under a structure holds: tim10-1 inh, TIM10 inh, GRIN3A LBD mod, NLRP3 yeast inh, MIN6 prolif, tim23-1 inh, MPTP block, APJ antag, APJ ag
Nc1ccc(C(=O)N/N=C\c2ccc(OC(=O)c3ccccc3Cl)cc2)cc1
→ 8, 0, 4, 8, -3, -8, 2.6, 3, 2
Cc1ccc2nc(SCC(=O)Nc3cc(C)on3)nc(=O)n2c1
→ 0, -6, 2, 7, -1, 9, 1.1, 6, -3
Cc1ccc(-n2c(SCC(N)=O)nnc2-c2ccc(S(=O)(=O)N3CCCCC3)cc2)c(C)c1
→ 18, 15, -2, 2, -2, 0, -1.0, 3, -1
O=C(Cc1ccsc1)N1CCN(S(=O)(=O)c2ccccc2F)CC1
→ 0, 5, 2, 12, -2, 17, 0.3, 9, 0
O=C(CN1CCC(NC(=O)c2ccc(F)cc2)CC1)NCc1ccccc1F
→ 4, 0, 0, 7, 3, 2, -0.1, -1, -2
Nc1ccc(C(=O)N2CCN(S(=O)(=O)c3ccc(Cl)cc3)CC2)cc1[N+](=O)[O-]
→ 24, 15, -2, 21, -2, 15, 0.3, -31, 8
Cc1nc2ccccc2c2oc(C(=O)NCCCN3CC(C)CC(C)C3)cc12 (centres undefined)
→ -8, -4, -1, 12, 0, -10, -0.6, 10, 6
CCCc1cc2c(cc1NS(=O)(=O)c1ccc(CCNC(C)=O)cc1)OCO2
→ 15, -4, 0, 0, -3, 10, 2.4, 18, -2
CN(N)C(=S)Nc1ccc(Cl)cc1
→ 3, -25, -1, 8, 4, 24, 0.1, -26, 3
Cc1cc(O)c2c(-c3ccccc3)cc(=O)oc2c1
→ 32, 31, 0, -95, -2, 47, -1.6, 16, 3
CC[C@H](C)[C@@H](C(=O)N1CCNCC1)n1cc([C@@H](N)CO)nn1
→ -16, 1, 2, 1, 6, -8, -1.0, -7, 10
COc1cccc(OCC(=O)NNC(=O)CCc2ccccc2)c1
→ 0, 16, 0, -1, 3, -4, 0.7, 5, -2
COc1ccc(/C=C/C=C2\N=C(SC)SC2=O)cc1
→ 51*, 57*, 1, -2, 0, 72*, 0.8, 15, -7
CCCCc1c(O)nc(SC2CC(=O)N(c3ccc(C(=O)OCC)cc3)C2=O)[nH]c1=O (centres undefined)
→ 11, 1, 0, 21, 0, 6, 0.0, 18, 0
C/C(Nc1ccc(C)cc1)=C(/C#N)C(N)=O
→ 18, 8, -1, -13, -2, 24, 0.4, -15, -3
Cc1ccc(C)c(N2CCN(C(=O)c3ccc(CSc4nc5ccncc5[nH]4)cc3)CC2)c1
→ 1, 5, -4, 18, -5, 7, 0.4, 10, 0
Cc1cc(NC(=O)CSc2nc(N)c(NC(=O)c3ccccc3F)c(=O)[nH]2)no1
→ -7, -12, 0, 20, -2, -24, 0.7, 8, -1
COc1ccc(/C=N/Nc2nnc(Cc3ccccc3)c(=O)[nH]2)cc1
→ -2, -26, -1, 7, -2, 4, 2.7, -18, 1
CC(=O)C1=C(O)C(=O)N(Cc2cccnc2)C1c1ccc(O)cc1 (centres undefined)
→ -3, -3, 0, 1, 2, 6, -2.3, 5, -2
O=C(Nc1ccc(Br)c2cccnc12)c1ccc(Cn2cc([N+](=O)[O-])cn2)o1
→ -9, 8, -3, 17, -5, 0, 0.4, 8, 1

2 records picked at random from the list so far, as already listed:
The line under a structure holds: tim10-1 inh, TIM10 inh, GRIN3A LBD mod, NLRP3 yeast inh, MIN6 prolif, tim23-1 inh, MPTP block, APJ antag, APJ ag
Nc1ccc(C(=O)N2CCN(S(=O)(=O)c3ccc(Cl)cc3)CC2)cc1[N+](=O)[O-]
→ 24, 15, -2, 21, -2, 15, 0.3, -31, 8
COc1ccc(/C=C/C=C2\N=C(SC)SC2=O)cc1
→ 51*, 57*, 1, -2, 0, 72*, 0.8, 15, -7

Sorted by value in MPTP block (falling): six from the list above.
SMILES | MPTP block
Nc1ccc(C(=O)N/N=C\c2ccc(OC(=O)c3ccccc3Cl)cc2)cc1 | 2.6
Cc1cc(NC(=O)CSc2nc(N)c(NC(=O)c3ccccc3F)c(=O)[nH]2)no1 | 0.7
O=C(Nc1ccc(Br)c2cccnc12)c1ccc(Cn2cc([N+](=O)[O-])cn2)o1 | 0.4
Nc1ccc(C(=O)N2CCN(S(=O)(=O)c3ccc(Cl)cc3)CC2)cc1[N+](=O)[O-] | 0.3
CC[C@H](C)[C@@H](C(=O)N1CCNCC1)n1cc([C@@H](N)CO)nn1 | -1.0
CC(=O)C1=C(O)C(=O)N(Cc2cccnc2)C1c1ccc(O)cc1 (centres undefined) | -2.3

Remaining list, next part
The line under a structure holds: tim10-1 inh, TIM10 inh, GRIN3A LBD mod, NLRP3 yeast inh, MIN6 prolif, tim23-1 inh, MPTP block, APJ antag, APJ ag
Nc1nn(-c2ccccc2)c(N)c1N=Nc1ccccc1F
→ -30, 7, -2, 39, -1, 23, -10, 22, -3
CC1CCCCN1C(=O)CSc1nc2ccsc2c(=O)n1Cc1ccccn1 (centres undefined)
→ 17, 11, 2, 0, 4, 16, 0.0, -6, -5
COc1ccc([N+](=O)[O-])cc1N(CC(O)CN1CCCC1)S(=O)(=O)c1ccc(C)cc1 (centres undefined)
→ 22, -12, 0, 16, -3, 15, -0.6, -7, -1
O=C(/C=C\c1ccc2c(c1)OCO2)Nc1c2c(nn1-c1ccc(Cl)cc1)CSC2
→ -13, -14, 1, 8, -4, -18, 0.0, -24, -2
COc1cc2ccccc2cc1C(=O)Nc1ccc(CN2CCOCC2)cc1
→ -24, -1, -6, 30, 0, 18, 0.5, 9, -1
Cc1nc(SCC(=O)NC(=O)NCCC(C)C)c2c(-c3cccs3)csc2n1
→ -1, 5, 1, 18, 0, 6, 0.8, -3, -2
O=C(NCCc1ccccc1)c1cccc2c1C(=O)c1ccc(N3CCOCC3)cc1S2(=O)=O
→ -1, -7, -2, 3, -1, -13, 0.8, -1, 1
Cn1cc(CCC(=O)NC2CC2)c2ccccc21
→ -3, 4, -2, 8, 2, 0, 0.7, 6, -2
CCOc1cccc2c1OC1(CCCCC1)N1N=C(c3cccnc3)CC21 (centres undefined)
→ -8, 17, 4, 11, -1, 31, 0.5, -4, -5
O=C(O)CCCN1C(=O)C2C3CCC(O3)C2C1=O (centres undefined)
→ -13, -4, 0, 8, -2, 6, -1.1, 1, -3
O=C(c1ccncc1)N(c1ccc2oc3c(c2c1)CCCC3)S(=O)(=O)c1cccc([N+](=O)[O-])c1
→ 34, 3, -2, 14, 0, 30, 0.0, -3, 3
Cc1c(O)c(CN2CCCC2)cc2c1oc(=O)c1ccccc12
→ 28, 21, -2, 1, 0, 20, 0.9, -5, -4
Cc1cc(C)cc(NC(=O)C(=S)NCc2ccccc2)c1
→ 12, 11, 0, -12, -2, 5, 0.2, -3, -3
Cc1ccc(C(=O)N2CCN(c3ccc(NC(=O)c4cccnc4)cc3)CC2)cc1
→ 18, 7, 0, 6, -1, 23, -0.8, -27, 3
O=C(Nc1ccccc1-c1nnn(CC(=O)N2CCCc3ccccc32)n1)c1cccc(Cl)c1
→ 20, 20, 1, 26, 1, -1, x, 3, -4
O=C(CN1CCSCC1)N/N=C/c1ccc(F)c(F)c1
→ 6, -7, -2, 4, -2, 9, 1.5, 26, -5
O=C(O)C1CCN(C(=O)CCc2ccccc2)CC1
→ 6, 14, 2, 9, 2, 17, -1.5, 1, -2
CCCCN(C)CCCNC(=O)/C=C1\Sc2ccccc2NC1=O
→ -3, -17, 2, 14, 1, 0, 2.2, -4, 1
CCNc1nc(NCC)nc(N/N=C/c2ccc(Br)cc2)n1
→ -33, -1, 1, 6, -3, -1, -1.4, -1, -1
O=C(c1ccc(S(=O)(=O)N2CCOCC2)cc1)N1CCN=C1SCc1cccnc1
→ 2, -13, 3, 13, -1, 4, -1.3, -12, -1

2 entries from above, as labelled records.
CCOc1cccc2c1OC1(CCCCC1)N1N=C(c3cccnc3)CC21 (centres undefined)
  tim10-1 inh: -8	TIM10 inh: 17	GRIN3A LBD mod: 4	NLRP3 yeast inh: 11	MIN6 prolif: -1	tim23-1 inh: 31	MPTP block: 0.5	APJ antag: -4	APJ ag: -5
CCCCN(C)CCCNC(=O)/C=C1\Sc2ccccc2NC1=O
  tim10-1 inh: -3	TIM10 inh: -17	GRIN3A LBD mod: 2	NLRP3 yeast inh: 14	MIN6 prolif: 1	tim23-1 inh: 0	MPTP block: 2.2	APJ antag: -4	APJ ag: 1

(more compounds)
Compound,tim10-1 inh,TIM10 inh,GRIN3A LBD mod,NLRP3 yeast inh,MIN6 prolif,tim23-1 inh,MPTP block,APJ antag,APJ ag
COc1ccccc1CNC(=O)CCS(=O)(=O)c1cccs1,14,-3,0,3,-3,-35,0.0,-5,-1
O=C(OCC(=O)c1c[nH]c2ccccc12)c1cccc(S(=O)(=O)N2CCCCCC2)c1,-4,5,-3,14,-1,9,1.3,-16,4
Cc1cc(C)c2c(=O)n(CC(=O)Nc3ccc(Br)c(C)c3)sc2n1,72*,67*,-2,29,-7,18,15,-2,3
O=C(NC(=S)Nc1ccc(NC(=O)c2cccs2)cc1)c1ccc([N+](=O)[O-])cc1,-13,11,25*,1,0,7,5.8,-4,2
Cc1noc(C)c1-c1ccc2ncnc(NCC3CCCCN3C)c2c1 (centres undefined),-17,-4,0,15,0,-9,-0.4,-1,-2
COc1ccc(OC)c(/C=C2\N=C(c3ccccc3)OC2=O)c1,26,9,5,12,-3,19,-0.4,6,-2
COC(=O)c1c(NC(=O)CN2CCC3(O)CCCCC3C2c2ccc(F)cc2)sc(C)c1C (centres undefined),36,18,-7,18,0,38,-1.8,-18,4
CC(C)(C)C(=O)Nc1ccc(N=Nc2ccccc2)cc1,17,25,-13,53*,-5,7,1.2,20,-1
O=C(NO)c1ccccc1O,1,6,6,-8,-2,13,-1.8,3,4
CCn1ccnc1CN(C)Cc1cn[nH]c1-c1ccc(OC)c(F)c1,4,-12,1,7,6,17,-1.7,-8,-5
CCn1c(SCC(=O)OCc2ccccc2)nc2c1c(=O)n(C)c(=O)n2C,35,-7,1,16,-1,22,-0.7,1,-2
CCN(CC(=O)N1CCOCC1)S(=O)(=O)c1ccc(F)cc1,-2,-15,0,8,1,0,0.8,0,-2
Cc1cc(N2CCC(C)CC2)nc(SCC(=O)c2ccccc2)n1,53*,41*,-1,29,-3,34,-0.3,8,-3
O/C(=C\c1nc2ccccc2[nH]1)c1cccs1,-1,31,-1,32,-4,28,-1.5,-24,-4
Cc1nc(-c2cccs2)sc1C(=O)O,-1,-4,0,-6,2,-11,-0.5,-9,-1
O=C(O)CCN1C(=O)S/C(=C\c2cccnc2)C1=O,-1,-5,-1,2,1,11,0.2,15,1
O=C(N[C@H]1C/C=C\C[C@H](CC(=O)N(CCO)Cc2ccccc2)C(=O)N[C@@H](c2ccccc2)COC1=O)OCC1c2ccccc2-c2ccccc21,9,0,-3,6,-6,16,0.1,17,-2
O=C(CNc1cc(S(=O)(=O)N2CCOCC2)ccc1NCC1CCCO1)Nc1cccc(F)c1 (centres undefined),-2,1,-4,10,-1,-11,1.8,2,-5
O=C(CC(=O)NN=C1CCCC1)NCCc1ccccc1,2,-3,0,15,1,3,0.1,14,1
Cc1ccc(OCC(=O)N2CCN(c3nnc(-c4ccc(C)cc4)c4ccccc34)CC2)cc1,23,16,-12,10,-6,22,84*,23,0
O=C(NC(=S)Nc1ccc2oc(-c3cccnc3)nc2c1)c1cccc(Cl)c1,-1,-3,0,-2,-5,-13,-1.5,20,0
COc1ccc(NC(=O)C2CCCN(c3ncccn3)C2)cc1 (centres undefined),-7,-2,-1,22,-4,-4,0.8,12,-1
